Source: PubChem (Broad Institute)
GSIS activator: GLuc luminescence reporter in INS-1E cells, primary screen for activators of glucose-dependent secretion of insulin | activation, % at 16.6 µM | AID 743287, 2014 | 370,000 tested, 0.61% active | INS-1E GLuc reporter insulin secretion, 2-3 h;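 active = lowest replicate activation of at least 40%, so every replicate reaches that level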;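 also: 0% = median of neutral control wells and 100% = median of IBMX positive control wells; some compounds called inactive have numbers as strong as hits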
PglD DTNB: C. jejuni PglD acetyltransferase inhibitors, primary screen, biochemical, DTNB colorimetric, single point; UDP-N-acetylbacillosamine N-acetyltransferase PglD (Campylobacter jejuni); purified PglD enzyme, DTNB colorimetric CoA detection; inhibition, % at 12.5 µM; 360,000 tested, 0.098% active; AID 602405, 2012; in the data active = inhibition above about 16%, passing the limit was not always enough; also: strong numbers were not always called active
PGC1a acetyl inh: inhibitors of PGC1a acetylation signal, primary screen, cell-based, U2OS, AlphaScreen, inhibitor mode; 350,000 tested, 0.17% active; AID 651687, 2012; AlphaScreen anti-acetyl-lysine; with virally co-expressed GCN5 acetyltransferase; inhibition, % at 15.6 µM;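 active = every replicate shows inhibition of at least 40%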;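 also: 0% = neutral control wells and 100% = positive control wells; some results beyond the cut were filed as inactive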
FN deposit inh: inhibitors of fibronectin matrix deposition, primary screen, AH1F cells, Alexa488-fibronectin fluorescence, plate reader | AH1F fibroblasts, overnight | inhibition, % at 12.6 µM | 350,000 tested, 0.086% active;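 active = mean inhibition across replicates of 30% or more, regardless of how many single replicates reach that level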;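 also: positive control wells lacked labelled fibronectin entirely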
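Material: AH1F fibroblast monolayer depositing Alexa488-labelled fibronectin into matrix | Input: 10000 AH1F cells/well | Medium: DMEM plus 2% serum, read in PBS | Reagent: Alexa488-fibronectin, 24 nM final in well | Compound dosing: One dose per compound, pinned | Schedule: 1 h adhesion, overnight exposure | Measured by: Fluorescence at 485 nm excitation, 525 nm emission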
Statin myotox sup: suppressors of statin myotoxicity in C2C12 myotubes, primary screen, cell-based, single point, plate reader; rescue of ATP level, % at 7.49 µM; 330,000 tested, 0.78% active; AID 602340, 2012; C2C12 myotubes + simvastatin, ATP luminescence, 48 h; scaled: DMSO 0, geranylgeraniol control 100;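 active = mean ATP rescue above about 67%, or every replicate alone reaching that limit, limit read from the data, passing the limit was not always enough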;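 also: myotubes were challenged with 10 µM simvastatin during compound exposure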
miR-122 sensor: miR-122 Renilla sensor signal increase in Huh7, primary screen, miR-122 inhibitor project, cell-based, single point, plate reader | Huh7 miR-122 Renilla luciferase sensor, 48 h; neutral wells = 0, positive control = 100 | activation (reporter increase), % at 12.5 µM | 340,000 tested, 0.3% active | AID 602342, 2012;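 active = mean replicate activation score at least 90 and every replicate individually at or above 90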;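 also: higher luciferase means less miR-122 activity so hits act as miR-122 inhibitors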
CFTR F508del cor: F508del CFTR correction, initial screen, CFBE line, single point; CFBE cells, YFP halide quenching; stimulated with forskolin plus potentiator P3; % fluorescence drop versus neutral controls; activity (quench increase), % at 7.58 µM; 350,000 tested, 0.36% active; AID 720511, 2013;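 active = mean added fluorescence quench of at least 8% versus neutral control, with both replicates also reaching 8%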;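 also: cells transiently co-express mutant CFTR-F508del with the halide-sensitive YFP; corrector assay measuring rescue of mutant channel to the surface after 24 h compound exposure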
Cneo AK release: Cryptococcus neoformans cell lysis inducers, primary screen, AK release luminescence, single concentration. C. neoformans lysis, adenylate kinase release luminescence, 4 h; normalised: neutral wells 0, clomiphene wells 100. lysis activity, % at 15 µM. 360,000 tested, 0.2% active;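 active = mean lysis activity across replicates of at least 80%, whatever share of replicates individually reach that level; inactive = mean lysis activity below 80%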
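Assay system: Cryptococcus neoformans yeast cells / Dosing: single-point compound dose / Timing: 4 h at 37 °C static, read 1 h later / Measured by: luminescence of released adenylate kinase using an AK detection reagent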
* marks the source's active call; other numbers are inactive results; . = no result given; [ ] = dose if it differs, or a comment.

SMILES	GSIS activator	PglD DTNB	PGC1a acetyl inh	FN deposit inh	Statin myotox sup	miR-122 sensor	CFTR F508del cor	Cneo AK release
C[C@H]1CN([C@@H](C)CO)C(=O)c2cc(C#CCN(C)C)cnc2O[C@H]1CN(C)Cc1cccc(F)c1	26	-1	-1	-4	7	0[16.7 µM]	3.2	51
Cn1c(SCC(=O)NCc2ccc3c(c2)OCO3)nnc1C1COc2ccccc2O1 (stereo not drawn)	.	0	-37	.	20	5	.	0
Cc1ccc(S(=O)(=O)N(C)C[C@H]2Oc3ccc(NC(=O)NC4CCCCC4)cc3CC(=O)N([C@@H](C)CO)C[C@@H]2C)cc1	-4	-2	-2	.	0	-3[16.7 µM]	-0.5	1
O=C(C[C@H]1C[C@H]2c3cc(NS(=O)(=O)c4ccccc4)ccc3O[C@H]2[C@@H](CO)O1)NCC(F)(F)F	3	0	-1	-4	-1	3[16.7 µM]	-0.4	1
CC1CCCN(CCCN2C(=O)C3C(C(=O)Nc4cccc(Cl)c4)C4C=CC3(O4)C2C(=O)NC2CCCCC2)C1 (stereo not drawn)	-5	6	10	-3	-2	-3	1.4	0
C[C@@H]1CCCCO[C@H](CN(C)C(=O)NC2CCCCC2)[C@H](C)CN([C@H](C)CO)C(=O)c2cc(NC(=O)Nc3cccc4ccccc34)ccc2O1	-1	-2	-11	.	47	-3[16.7 µM]	-1.4	-2
COc1ccc(CNC(=O)[C@H](C)NC(=O)[C@@H]2Cc3ccccc3CN2)cc1	29	5	-2	-1	-7	-1	-1.0	-2
COc1ccc(-c2c3c(=O)n(C)c(=O)n(C)c3cn2NC(C)=O)cc1	14	3	8	3	-4	3	.	0
COc1ccc(N2CCN(c3ncnc4nc[nH]c34)CC2)cc1	-12	.	-14	4	8	-6	-0.4	-2
O=C(NCc1ccccc1)[C@H]1[C@H](CO)[C@H]2Cn3c(cccc3=O)[C@@H]1N2	12	4	-9	.	-1	-2[16.7 µM]	0.4	1
OCCN1CCN(C(=S)Nc2ccccc2)CC1	8	3	5	3	6	-6	0.6	-7
O=[N+]([O-])c1ccc(S(=O)(=O)NCC(c2cccnc2)N2CCc3ccccc32)cc1 (stereo not drawn)	0	-4	0	6	-10	7	3.2	5
CN1CCN(C(=O)C[C@H]2CC[C@H]3[C@@H](COC[C@@H](O)CN3Cc3cccc(-c4ccncc4)c3)O2)CC1	5	1	-2	2	19	-3[16.7 µM]	1.8	1
Cn1c(=O)[nH]c(=O)c2c1nc(N1CCCCC1)n2CCSc1ncccn1	.	0	13	-1	-7	-9	-3.0	-1
COc1ccc(-n2nc([N+](=O)[O-])c(=NCCc3ccc(OC)c(OC)c3)n2O)cc1	0	1	.	.	.	-26	.	1
S=c1[nH]nc(CCc2ccc(Cl)cc2)o1	19	9	2	2	10	-1	-2.1	0
CC(C)C[C@@H](CNCC(=O)[C@H](C)NC(=O)c1[nH]cnc1C(=O)N[C@@H](C)CN)NC(=O)c1nc[nH]c1C(=O)N[C@@H](CO)C(=O)O	9	-1	7	-8	12	-4	-1.9	1
CC(C)NC(=O)Nc1ccc2c(c1)C(=O)N([C@@H](C)CO)C[C@@H](C)[C@@H](CN(C)S(=O)(=O)c1ccccc1)OCCCC[C@H](C)O2	-8	-5	105*	-11	.	2[16.7 µM]	-3.0	50
CC1Cc2ccccc2N1Cc1cc(=O)n2ccsc2n1 (stereo not drawn)	.	3	0	.	-3	6	.	0
CCOC(=O)c1ccc2c(c1)[n+](CC)c(C)n2-c1ccccc1	-7	2	1	.	-3	1	.	-1
Cc1ccccc1Nc1c(F)c(F)c(F)c(F)c1C(=O)O	8	.	1	-1	.	.	-2.7	.
CCCCn1nnnc1NCc1cccc(OC)c1OC	4	-3	-3	.	29	-1	-1.5	0
Cc1cc(Cl)c2oc(C(=O)N3CCN(C4CCS(=O)(=O)C4)CC3)c(C)c2c1 (stereo not drawn)	12	-3	8	2	-12	-2	1.9	-1
CCC(=O)N1C[C@H](C)[C@@H](OC)CN(C)C(=O)c2cc(NC(=O)NC(C)C)ccc2OC[C@@H]1C	5	-1	11	-8	-9	-2[16.7 µM]	0.0	-2
COc1ccc(OC)c(NC(=O)Nc2cccnc2)c1	31	0	10	4	6	-9	-0.6	6
CC(=O)OCC(=O)[C@@]1(O)CCC2C3CCC4=CC(=O)CCC4(C)C3C(=O)CC21C (stereo partly drawn)	0	-5	6	1	-2	.	4.1	5
S=c1[nH]nc(C2CCCCC2)n1/N=C/c1ccccc1Br	8	-10	4	-3	-11	-8	-0.7	18
COc1ccc2oc(=O)c(C(=O)N3CCN(C(=O)c4ccco4)CC3)cc2c1	-17	0	6	7	-2	4	-0.1	-2
O=C(NCc1cccc(C(F)(F)F)c1)c1ccc[nH]1	3	3	-4	-2	-1	-13	0.0	0
CC(C)NC(=O)Nc1ccc2c(c1)C(=O)N(C)[C@@H]1CC[C@@H](CC(=O)NCC(F)(F)F)O[C@H]1CO2	21	4	-14	-13	13	0[16.7 µM]	0.0	-3
Cc1cc(CN(C)C(=O)CC2C(=O)NCCN2CC(c2ccccc2)c2ccccc2)on1 (stereo not drawn)	-27	.	-2	-7	5	-4	0.5	.
O=C(NC[C@@H]1N[C@@H](CO)[C@H]1c1ccc(-c2cccnc2)cc1)c1cccc(F)c1	-1	2	2	-8	-8	-7[16.7 µM]	1.6	-2
CO[C@@H]1CN(C)C(=O)c2cc(NC(=O)NC3CCCCC3)ccc2OC[C@H](C)N(CCc2ccccc2)C[C@@H]1C	-34	-2	0	7	-13	.	0.9	2
O=C(C[C@H]1C[C@H]2c3cc(NC(=O)C4CCOCC4)ccc3O[C@H]2[C@@H](CO)O1)NC1CCCCC1	1	-1	-3	-13	1	-2[16.7 µM]	-0.8	-7
Cc1ccc(NC(=S)N(CCCN2CCCC2)Cc2cccn2Cc2ccc(Cl)cc2)cc1C	-34	-2	17	7	-12	-19	-1.9	29
CO[C@H]1CN(C)C(=O)c2ccc(NC(=O)C3CC3)cc2OC[C@H](C)NC[C@H]1C	5	2	-9	7	5	.	-3.1	11
Cc1cc(C(=O)COC(=O)c2cccc(NS(C)(=O)=O)c2)c(C)n1CC1CCCO1 (stereo not drawn)	.	0	-2	-1	-4	.	-3.8	2
CN1CCN(C(=O)/C=C/c2ccc(C#N)cc2)CC1	8	1	-6	-4	6	-9	-0.6	2
O=C(CCn1c(=O)oc2ccc(Cl)cc21)NCCCN1CCOCC1	10	-1	-13	-7	1	-6	-3.3	20
CC(C)[C@H](NC(=O)c1ccc(F)cc1)C(=O)N(C)Cc1cccs1	-4	0	3	6	-2	-4	-2.0	-1
C/C=C/c1ccc([C@H]2[C@@H](CO)N[C@@H]2CNC(=O)c2ccccc2F)cc1	6	-1	-1	-7	-41	-7[16.7 µM]	0.6	3
C[C@H](CO)N1C[C@H](C)[C@@H](CN(C)S(=O)(=O)c2ccc(F)cc2)Oc2c(NC(=O)Cc3ccccc3)cccc2C1=O	-9	2	-1	-4	3	-11	-1.2	-2
C[C@H]1CN([C@@H](C)CO)S(=O)(=O)c2ccc(C3=CCCCC3)cc2O[C@H]1CN(C)Cc1ccccc1F	-8	-10	-25	.	-7	.	-2.4	4
COC(=O)C[C@H]1CC[C@@H]2[C@H](COc3ccc(NC(=O)c4cccc(F)c4)cc3C(=O)N2C)O1	-8	6	-5	14	0	7[16.7 µM]	-0.2	1
COc1ccc(Cl)cc1N1CC(c2nc3ccccc3[nH]2)CC1=O (stereo not drawn)	12	-4	-2	4	0	12	0.5	0

Complete entries as entered above.
`CC(C)[C@H](NC(=O)c1ccc(F)cc1)C(=O)N(C)Cc1cccs1` across the screens: GSIS activator: -4; PglD DTNB: 0; PGC1a acetyl inh: 3; FN deposit inh: 6; Statin myotox sup: -2; miR-122 sensor: -4; CFTR F508del cor: -2.0; Cneo AK release: -1
`O=C(CCn1c(=O)oc2ccc(Cl)cc21)NCCCN1CCOCC1` across the screens: GSIS activator: 10; PglD DTNB: -1; PGC1a acetyl inh: -13; FN deposit inh: -7; Statin myotox sup: 1; miR-122 sensor: -6; CFTR F508del cor: -3.3; Cneo AK release: 20
`Cc1cc(CN(C)C(=O)CC2C(=O)NCCN2CC(c2ccccc2)c2ccccc2)on1` (stereo not drawn) across the screens: GSIS activator: -27; PglD DTNB: .; PGC1a acetyl inh: -2; FN deposit inh: -7; Statin myotox sup: 5; miR-122 sensor: -4; CFTR F508del cor: 0.5; Cneo AK release: .

Going on with the list.
SMILES	GSIS activator	PglD DTNB	PGC1a acetyl inh	FN deposit inh	Statin myotox sup	miR-122 sensor	CFTR F508del cor	Cneo AK release
O=C(NNS(=O)(=O)c1ccccc1Cl)c1nn(-c2ccc(F)cc2)ccc1=O	-8	5	-1	-1	0	.	1.1	-1
CCC(C)NS(=O)(=O)c1ccc(OCC(=O)N2CCC(C)CC2)cc1 (stereo not drawn)	-20	3	3	.	30	0	-1.4	-1
C/C=C/c1cnc2c(c1)C(=O)N([C@@H](C)CO)C[C@@H](C)[C@H](CN(C)C(=O)C1CC1)O2	9	.	-2	.	-19	2[16.7 µM]	-0.9	.
Cc1ccc(C)c(NC(=O)C2CCCN2/C=C/C(=O)C(F)(F)F)c1 (stereo not drawn)	3	0	4	-7	.	-5	.	-2
C[C@H](NC(=O)[C@H]1[C@H](CO)[C@H]2Cn3c(ccc(/C=C/c4ccccc4)c3=O)[C@@H]1N2)c1ccccc1	-1	1	.	.	53	.	.	-3
Cc1cc(C)c(NC(=O)COC(=O)C2CCCCC2)c(C)c1	-17	5	-1	-2	9	.	-0.3	-6
C[C@H](CO)N1C[C@H](C)[C@H](CN(C)C(=O)N[C@H](C)c2ccccc2)OCc2ccccc2-c2ccccc2C1=O	-1	-2	6	-5	5	.	-0.1	0
Cc1cc(C)c(C(N)=O)c(Nc2ccc3c(c2)OCCO3)n1	6	.	-2	.	-5	-3	.	-5
COC(C(=O)Nc1ccnn1C1CCN(C(=O)c2ccc(C=O)cc2)CC1)c1ccccc1 (stereo not drawn)	5	-4	3	-9	-3	-2	-1.3	-1
OCCN(CCO)c1ccc(C(c2ccc(Cl)cc2)c2ccc(N(CCO)CCO)cc2Cl)c(Cl)c1	.	-1	-11	-6	.	-10	0.1	0
Cc1ccc(S(=O)(=O)N2CCC(C(=O)OC(C)C(=O)N(C)c3ccccc3)CC2)cc1C (stereo not drawn)	-39	-1	-7	-3	1	-5	0.7	0
C=C(C)C(=O)Nc1ccc(OC(F)(F)C(F)F)c(NC(=O)C(=C)C)c1	.	4	-1	-8	-15	1	.	2
Cc1ccc(C(CNC(=O)Nc2cccc(C)c2)N2CCN(C)CC2)cc1 (stereo not drawn)	10	3	.	5	6	.	6.2	2
COCC(=O)N(C)C[C@@H]1Oc2ncc(-c3ccc(C)cc3)cc2C(=O)N([C@@H](C)CO)C[C@@H]1C	0	1	9	10	32	-6[16.7 µM]	-1.4	-1

Taken from the results shown for reference:
SMILES	GSIS activator	PglD DTNB	PGC1a acetyl inh	FN deposit inh	Statin myotox sup	miR-122 sensor	CFTR F508del cor	Cneo AK release
O=C(NNS(=O)(=O)c1ccccc1Cl)c1nn(-c2ccc(F)cc2)ccc1=O	-8	5	-1	-1	0	.	1.1	-1
CCC(C)NS(=O)(=O)c1ccc(OCC(=O)N2CCC(C)CC2)cc1 (stereo not drawn)	-20	3	3	.	30	0	-1.4	-1
